Lipid storage S3: qHTS Assay for Lipid Storage Modulators in Drosophila S3 Cells; lipid storage change, negative = inhibition, % at the top dose, mostly 46.1 µM; hits show Potency in µM; 0.64% of 320,000 active; Drosophila S3 cells, BODIPY lipid droplet fluorescence, 18-24 h; cells fed with added oleic acid; AID 2685, 2010; active = well fitted inhibition curve with a large enough effect in the signal ratio, with a control signal flat, not every such curve was filed as active; inconclusive = small, poorly fitted or top-dose-only effect, or effect the other way, or a change in a side signal; the % refers to the signal ratio
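Drosophila S3 cells got compounds at several concentrations plus oleic acid (400 uM solution). Laser-scanning cytometry with 488 nm excitation read lipid droplets at 500-530 nm and cells at 575-640 nm. Percent activity was relative to 20 uM Triacsin C.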
Lipid storage S3 cell count max: also measured in Lipid storage S3; calls as there; cell number change, %; measured here: cell count max response;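 cells counted by Cell Tracker Red CMTPX staining in the red channel; peak over a dose series mostly up to 46.1 µM; percent activity relative to internal control wells on each plate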
* hit, by the source's call; i = inactive; ? = inconclusive; . = no result given; [ ] = dose if it differs, or a comment. % is set by controls: 0 for no effect and ±100 for the full control effect; potency is the fitted concentration of half-maximal effect. An excerpt; count on the stated rates, not on these rows.

SMILES	Lipid storage S3	Lipid storage S3 cell count max
CCCCN(C)C(=O)c1nc2ccccn2c1CN1CCC[C@H]1CO	?	.
O=C(Cn1c(N2CCN(C/C=C/c3ccccc3)CC2)nc2ccccc21)c1ccccc1	?	.
CN1Cc2c(N3CCOCC3)nc(SCc3ccccc3)c(C#N)c2CC1(C)C	?	.
CC(C)(C)[C@H]1C=C(C(=O)Nc2ccccc2)O[C@@H](OCc2ccc(CO)cc2)C1	7%	4
COC(=O)c1cccc(NC(=O)c2cccs2)c1C	?	.
O=C(NCC(c1cccs1)N1CCOCC1)c1ccc(OCc2ccccc2)cc1 (stereo not given)	?	.
O=C1CC(Sc2cccs2)C(=O)N1c1ccccc1 (stereo not given)	5%	4
Cc1ccc(N(CC(=O)NC2CCCCCC2)S(=O)(=O)c2c(C)nn(C)c2C)cc1	?	.
CN(C)CCCNC(=O)CCc1nc2ccccc2c(=O)[nH]1	?	.
COc1ccc2nc(C)cc(SCC(=O)Nc3c(C)cccc3C)c2c1	?	.
COc1cc(C2C3=C(CCCC3=O)Nc3ccc4ncccc4c32)ccc1O (stereo not given)	?	.
C/C(NC1CCCCC1)=C(/C#N)C(=O)NCCN1CCOCC1	?	.
O=S(=O)(c1cccs1)N1CCN(CC(O)COc2cccc(Br)c2)CC1 (stereo not given)	?	.
COc1cc(C(=O)Nc2nnc(SC)s2)c([N+](=O)[O-])cc1OC	?	.
N#Cc1ccc(C(c2nnnn2CCc2ccccc2)N2CCCCCC2)cc1 (stereo not given)	8%	-27
O=C(CSc1nncs1)NCCNC(=O)CSc1nncs1	?	.
O=C(NCCC1=CCCCC1)c1cc(S(=O)(=O)N2CCOCC2)ccc1Cl	16%	16
COC(=O)CSc1nnc(NC(=O)c2ccc3c(c2)OCO3)s1	20%	-2
O=C(Nc1nc2c(s1)CCCC2)C1CCCN1C(=O)c1cccs1 (stereo not given)	14%	13
Clc1ccc(-c2noc(CN(Cc3ccccn3)CC3CCCO3)n2)cc1 (stereo not given)	20%	8
CC(=O)Nc1ccccc1NC(=O)CN(C)S(=O)(=O)c1ccc(C)cc1	-9%	13
CC(C)Cc1nnc(NC(=O)CCc2c[nH]c3ccccc23)s1	?	.
CCOc1cc(/C=N/N2C(=O)NC3(CCCCC3)C2=O)cc(Br)c1O	?	.
COc1ccc(Cl)cc1NC(=O)CCN1CCN(c2ccccc2C)CC1	-3%	-11
COc1ccc([N+](=O)[O-])cc1N1C(=O)c2cccc3cccc(c23)C1=O	?	.
CC(=O)/C(C#N)=C1\NC(=O)C(Cc2ccccc2Cl)S1 (stereo not given)	-6%	1
O=[N+]([O-])c1cccc(/C([O-])=C(/C(=S)Nc2ccccc2)[n+]2ccccc2)c1	?	.
CC(C)(C)[C@H]1C=C(C(=O)N2CCN(Cc3ccccc3)CC2)O[C@@H](OCCCCO)C1	?	.
COC(=O)c1ccc2c(=O)n(CCCCCC(=O)N3CCN(c4ccc(F)cc4)CC3)c(=O)[nH]c2c1	?	.
O/N=C/c1ccc(OCC(O)COc2ccc(/C=N/O)cc2)cc1	i	23
COc1ccc(NS(=O)(=O)c2cccc(N3CC(O)=C(c4ccccc4)C3=N)c2)cc1	13%	4
O=C(Nc1ccnn1C1CCN(Cc2cccc(O)c2)CC1)C1CCCC1	?	.
O=C(O)C1CCCCC1C(=O)N1CCCC1 (stereo not given)	-17%	1
COc1cc(C2C(C(=O)c3ccco3)=C(O)C(=O)N2c2cc(C)on2)ccc1OCc1ccccc1 (stereo not given)	?	.
O=C(NCCN1CCOCC1)c1cccc(S(=O)(=O)Nc2cc(Cl)ccc2Cl)c1	?	.
COc1ccc(CC(=O)OCC(=O)c2ccc(S(=O)(=O)N3CCCCC3)cc2)cc1	?	.
CCOC(=O)c1cccc(NC(=O)C2(S(=O)(=O)c3ccc(C)cc3)CC2)c1	?	.
Cc1ccc(-c2nnn(C/C(N)=N/O)n2)cc1	-7%	-8
Fc1ccc(Nc2nc(-c3ccncc3)cs2)cc1	?	.
CCOC(=O)c1c(C)n(C)c2ccc(OCC(N)=O)cc12	?	.
CC(=O)Nc1ccc(/C=N/N2C(C)CCCC2C)cc1 (stereo not given)	?	.
CCOc1cc(N2CCOCC2)c(OCC)cc1NS(=O)(=O)c1ccc(Cl)s1	-21%	8
CN(c1ccc(OCC(=O)N2CCC(C(N)=O)CC2)cc1)S(=O)(=O)c1cccs1	?	.
Cc1ccccc1NNC(N)=S	25%	-25
N#CCN(C(=O)COC(=O)C1CC2CCCC(C1)C2=O)c1ccccc1 (stereo not given)	?	.
FC(F)(F)c1cccc(N2CCN(C3CC4CCC3C4)CC2)c1 (stereo not given)	?	.
Cc1c(/C(O)=C2\C(=O)C(=O)N(CCN(C)C)C2c2ccccc2)cnn1-c1ccccc1 (stereo not given)	13%	16
Cc1nn(-c2ccccc2)c2c1C(c1ccc(F)cc1F)C(C#N)=C(N)O2 (stereo not given)	6%	5
CCOc1cc(C2C(C#N)=C(N)Oc3n[nH]c(CC)c32)ccc1OCCN1CCOCC1 (stereo not given)	5%	-12
C=CCNC(=S)NNC(=O)c1ccco1	?	.
CC1CCCN(S(=O)(=O)c2ccc(NC(=O)CN3CCCCC3)cc2)C1 (stereo not given)	-6%	-3
CCOC(=O)C1CCCN(c2c(N3CCN(c4cccc(Cl)c4)CC3)c(=O)c2=O)C1 (stereo not given)	5%	5
CC1(C)OC(=O)C=C[C@]2(C)[C@H]3CC[C@@]4(C)[C@H](c5ccoc5)OC(=O)[C@H]5O[C@]54[C@]3(C)C(=O)C[C@@H]12	?	.
O=C(O)c1cc(N/N=C/c2ccc(-c3ccccc3)cc2)ccc1Cl	0%	-13
CC(C)OC(=O)c1ccc(NC(=O)C2C3CC4OC(=O)C2C4C3)cc1 (stereo not given)	8%	0
CCOC(=O)CC(=O)CSc1nc2ccc(OC)cc2cc1C	-2%	-13
CCOC(=O)CSc1nc(CC)nc2ccccc12	?	.
Cc1ccc(-c2cc(O)cc3sc(=O)oc23)cc1C	?	.
CC1CCC(NC(=O)C(NC(=O)c2ccccc2)C(C)C)CC1 (stereo not given)	10%	-2
CCCCCCn1cc(C(=O)O)c(=O)c2cc(F)c(N3CCCCC3)cc21	i	22
(continued)
SMILES	Lipid storage S3	Lipid storage S3 cell count max
CCOC(=O)c1cnc2c(Cl)c(Cl)ccc2c1N1CCN(C)CC1	?	.
CC(=O)N(Cc1cc2ccccc2[nH]c1=O)c1ccc(C)cc1	-13%	24
C/C(=N\NC(=O)CN(c1ccc(Oc2ccccc2)cc1)S(C)(=O)=O)C(C)(C)C	7%	1
CNC(=S)N(CCc1c(C)[nH]c2ccc(Cl)cc12)Cc1cc(OC)c(OC)c(OC)c1	-14%	4
Cc1cc2n(n1)SC(Nc1ccccc1)N2 (stereo not given)	1%	-1
N#CC1=C(N)SC(N)=C(C#N)C1CCc1ccccc1	?	.
Cc1ccc(C(=O)OCC(=O)N2CC(C)CC(C)C2)cc1S(=O)(=O)N1CCCCC1 (stereo not given)	?	.
COc1ccc(OCc2cc(C(=O)O)c(C)o2)cc1	3%	5
C=C(C)Cn1c(SCC(=O)O)nc2c1c(=O)[nH]c(=O)n2C	?	.
C=CCNC(=O)C1CC(=O)N(c2ccc(Br)cc2)C1 (stereo not given)	10%	-11
COc1ccccc1N(CC(=O)NC1CCCCC1)S(=O)(=O)c1cccs1	10%	0
Cn1c(COc2ccccc2)nnc1SCC(=O)c1cccc([N+](=O)[O-])c1	-6%	2
CC(C)c1ccc(CN2CCSCC2)cc1	?	.
CC(C)n1nnnc1SCC(=O)Nc1ccc2c(c1)OCO2	1%	-11
O=c1[nH]c(S)c(/C=C2\C=Nc3ccccc32)s1	-2%	13
Cc1cccc(NC(=O)CN2C(=O)N/C(=C/c3ccc(C)s3)C2=O)c1	?	.
Cc1cc(C)cc(OCc2ccc(C(=O)NC3CCOC3=O)o2)c1 (stereo not given)	3%	-16
Brc1ccccc1-n1nnc(-c2ccnc3ccccc23)n1	-10%	-21
COc1cc(CNCCNC(=O)c2cccs2)cc(OC)c1OC	i	2
COc1cccc(/C=C/C(=O)OCC(=O)N2CCN(c3ccccc3)CC2)c1	-23%	11
CCCc1[nH]nc2c1C(c1cccc(OC)c1)C(C#N)=C(N)O2 (stereo not given)	?	.
CC1(C)OC(=O)N(c2ccccc2)C12C=Cc1cc(Br)ccc1O2 (stereo not given)	?	.
Cc1cc2nncn2c2ccccc12	?	.
Cc1ccnc(NC(=O)CCC2COc3ccccc3O2)c1 (stereo not given)	-3%	1
COC(=O)c1ccc(C2/C(=C(/O)c3ccc4c(c3)CC(C)O4)C(=O)C(=O)N2CCN2CCOCC2)cc1 (stereo not given)	?	.
CCN(CC)C(=O)Cn1c(=O)n(CCCCCC(=O)Nc2ccccc2)c(=O)c2sccc21	?	.
COc1ccc(/C(CC2(O)C(=O)Nc3ccccc32)=N\O)cc1 (stereo not given)	i	-8
CN(C)c1nc(NCc2ccccc2)nc(N/N=C/c2cccc(Br)c2)n1	6%	-15
CC12CN3CC(C)(CN(C1)C3c1ccc(Cl)cc1)C2 (stereo not given)	-3%	-8
COc1ccccc1NC(=O)CSc1nc(N)c(-c2ccccc2)c(=O)[nH]1	?	.
COc1ccc(S(=O)(=O)N2CCCC(C(=O)N3CCOCC3)C2)cc1OC (stereo not given)	?	.
O=C(c1ccc(S(=O)(=O)N2CCOCC2)cc1)N1CCCc2ccccc21	?	.
O=C(COC(=O)c1ccc(S(=O)(=O)N2CCCC2)cc1)NCc1ccco1	-12%	-1
CCCCNC(=S)N/N=C/C1=CCC2CC1C2(C)C (stereo not given)	?	.
COc1ccc(NC(=O)CN(C)C(C)C(=O)NC(=O)NC2CCCCC2)cc1 (stereo not given)	?	.
O=C(Nc1nnc(-c2ccc3c(c2)CCCC3)o1)C1COc2ccccc2O1 (stereo not given)	5%	9

Sorted by formula weight (rising): part of the list above
SMILES	Lipid storage S3	Lipid storage S3 cell count max
Cc1cc2nncn2c2ccccc12	?	.
CC(C)c1ccc(CN2CCSCC2)cc1	?	.
O=c1[nH]c(S)c(/C=C2\C=Nc3ccccc32)s1	-2%	13
Cc1ccnc(NC(=O)CCC2COc3ccccc3O2)c1 (stereo not given)	-3%	1
C/C(NC1CCCCC1)=C(/C#N)C(=O)NCCN1CCOCC1	?	.
O/N=C/c1ccc(OCC(O)COc2ccc(/C=N/O)cc2)cc1	i	23
CCOC(=O)CC(=O)CSc1nc2ccc(OC)cc2cc1C	-2%	-13
COc1ccc([N+](=O)[O-])cc1N1C(=O)c2cccc3cccc(c23)C1=O	?	.
Brc1ccccc1-n1nnc(-c2ccnc3ccccc23)n1	-10%	-21
COC(=O)CSc1nnc(NC(=O)c2ccc3c(c2)OCO3)s1	20%	-2
Cc1nn(-c2ccccc2)c2c1C(c1ccc(F)cc1F)C(C#N)=C(N)O2 (stereo not given)	6%	5
N#Cc1ccc(C(c2nnnn2CCc2ccccc2)N2CCCCCC2)cc1 (stereo not given)	8%	-27
C/C(=N\NC(=O)CN(c1ccc(Oc2ccccc2)cc1)S(C)(=O)=O)C(C)(C)C	7%	1
Cc1c(/C(O)=C2\C(=O)C(=O)N(CCN(C)C)C2c2ccccc2)cnn1-c1ccccc1 (stereo not given)	13%	16
O=C(Cn1c(N2CCN(C/C=C/c3ccccc3)CC2)nc2ccccc21)c1ccccc1	?	.
CCOc1cc(C2C(C#N)=C(N)Oc3n[nH]c(CC)c32)ccc1OCCN1CCOCC1 (stereo not given)	5%	-12
CNC(=S)N(CCc1c(C)[nH]c2ccc(Cl)cc12)Cc1cc(OC)c(OC)c(OC)c1	-14%	4

Continued:
SMILES	Lipid storage S3	Lipid storage S3 cell count max
CCOC(=O)N1CCN(c2nc(-c3ccco3)cc(C(F)(F)F)n2)CC1	-7%	0
CN(C)S(=O)(=O)c1ccc(C(=O)Nc2ccccc2OC(F)(F)C(F)F)cc1	i	.
CCCn1c(SCC(=O)c2ccc3c(c2)OCCO3)nc2c1c(=O)n(C)c(=O)n2C	i	9
COc1cc(CNC(C)c2ccccc2)cc(Br)c1OCc1ccc(F)cc1 (stereo not given)	?	.
COc1ccccc1C(=O)NCCC(=O)N1CCN(C(=O)c2ccco2)CC1	24%[0.0737 µM]	-11
O=C(NC1CCCCC1)c1ccc(Br)o1	?	.
Nc1nnc(-c2ccc(Cl)cc2)o1	13%	4
COc1ccc(-c2nnc(SC(C)C(=O)Nc3nccs3)n2Cc2ccccc2)cc1OC (stereo not given)	?	.
O=C(c1cccc(S(=O)(=O)Nc2ccc(F)cc2)c1)N1CCC1	?	.
O=c1oc2cc(OCCO)ccc2c2c1CCCC2	i	.
CCc1ccc(NC(=O)C/C(C)=N/NC(=O)COc2ccccc2C)cc1	i	-1
CCc1nc2ccccc2c(C(=O)OCC(=O)NCCCN2CCCC2=O)c1C	?	.
Cc1ccc(C(=O)NC2CCN(C(=O)Nc3ccccc3)CC2)cc1	?	.
CC1CCN(CCCNC(=O)c2ccc3c(Cl)c4c(nc3c2)CCCC4)CC1	18%	9
CC(C)COc1ccc(CNC(=S)NCc2ccccc2)cc1	?	.

Bioassay records deposited in PubChem by National Center for Advancing Translational Sciences (NCATS).
